NPSR antag – neuropeptide S receptor (human) antagonism, cAMP; Q6W5P4; CHO-NPSR cells, cAMP TR-FRET, antagonist mode; Potency, µM (series often up to 38.3 µM), for inactives: at the highest dose activity change, negative = inhibition, most hits filed as inhibitors; actives 1% (n = 220,000); note: potency is the fitted concentration of half-maximal effect; % is set by controls: 0 for no effect and ±100 for the full control effect; nearly all actives have a fitted effect of over 50% in size; many of its hits are not listed in these tables
Target sequence (Q6W5P4 whole entry, looked up): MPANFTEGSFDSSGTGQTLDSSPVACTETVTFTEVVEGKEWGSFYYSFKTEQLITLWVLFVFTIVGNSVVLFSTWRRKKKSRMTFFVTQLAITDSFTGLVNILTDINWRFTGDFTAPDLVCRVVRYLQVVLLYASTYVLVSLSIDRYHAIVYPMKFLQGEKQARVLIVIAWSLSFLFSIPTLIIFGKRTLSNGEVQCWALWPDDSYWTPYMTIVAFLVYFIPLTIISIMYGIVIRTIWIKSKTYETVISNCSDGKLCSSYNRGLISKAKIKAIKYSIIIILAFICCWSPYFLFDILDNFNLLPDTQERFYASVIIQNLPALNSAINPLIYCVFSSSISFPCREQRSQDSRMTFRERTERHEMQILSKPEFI
IMPase Li inh – IMPase inhibition in cells with lithium potentiation. Potency, µM (titrated, usually from 59.4 µM), inactives show at the top dose activity, negative = IMPase inhibition, most hits filed as inhibitors. actives 0.35% (n = 210,000). AID 1457. CHO-M1 cells, IP1 TR-FRET (IP-One), carbachol + lithium;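 note: IP1 builds up when IMPase is blocked and the TR-FRET signal falls; potency is the fitted concentration of half-maximal effect; plate controls were basal vehicle for no effect and high inhibitor control for full effect; nearly all actives have a fitted effect of over 50% in size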
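IP1 accumulation measured by competitive TR-FRET in lysed CHO-M1 cells after 30 min compound exposure at 37C, with a small lithium addition to potentiate weak responses. Hill-equation AC50 from ratio and donor-channel data.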
LMNA splice mod – modulators of lamin A splicing; HeLa LMNA splicing GFP/RFP minigene ratio, 48 h; Potency, µM (titrated, usually from 46.1 µM), for inactives: top-dose ratio change, negative = inhibition, actives largely listed as inhibitors; actives 0.01% (n = 200,000); AID 1487; active = well fitted inhibition curve with a large enough effect in the signal ratio, with a control signal flat, not every such curve was filed as active; inconclusive = small, poorly fitted or top-dose-only effect, or effect the other way, or a change in a side signal; the % refers to the signal ratio; note: potency is the fitted concentration of half-maximal effect; % is set by controls: 0 for no effect and ±100 for the full control effect
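S3 HeLa stable clones carrying a lamin A-EGFP splicing minigene plus DsRed2 were seeded at 600 cells/well in Opti-MEM with 2% FBS, pin-dosed and incubated 48 h at 37°C. Acumen cytometry (488 nm) gave the GFP/RFP total-intensity ratio.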
CBFb-RUNX1 inh – inhibitors of human CBF-beta and RUNX1 interaction | AlphaScreen CBFb-His/RUNX1-biotin binding, biochemical | Potency, µM (highest dose often 59.8 µM), for inactives: at the highest dose activity, negative = inhibition, hits mostly inhibitors | 230,000 tested, under 10 active | AID 1477; note: % of control where 0% means no effect
Target sequence (Q01196 whole entry, looked up): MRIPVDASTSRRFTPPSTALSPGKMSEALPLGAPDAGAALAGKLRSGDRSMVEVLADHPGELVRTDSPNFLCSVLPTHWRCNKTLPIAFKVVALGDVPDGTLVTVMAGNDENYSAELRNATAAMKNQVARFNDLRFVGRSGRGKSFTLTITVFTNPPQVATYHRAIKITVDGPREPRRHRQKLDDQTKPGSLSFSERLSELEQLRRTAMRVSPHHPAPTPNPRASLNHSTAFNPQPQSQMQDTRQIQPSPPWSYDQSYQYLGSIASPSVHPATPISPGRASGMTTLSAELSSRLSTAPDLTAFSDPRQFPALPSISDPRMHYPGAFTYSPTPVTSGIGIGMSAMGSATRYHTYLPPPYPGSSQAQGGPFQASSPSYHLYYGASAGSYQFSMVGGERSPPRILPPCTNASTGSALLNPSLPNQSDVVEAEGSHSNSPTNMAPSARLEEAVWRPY
Target sequence (Q13951 whole entry, looked up): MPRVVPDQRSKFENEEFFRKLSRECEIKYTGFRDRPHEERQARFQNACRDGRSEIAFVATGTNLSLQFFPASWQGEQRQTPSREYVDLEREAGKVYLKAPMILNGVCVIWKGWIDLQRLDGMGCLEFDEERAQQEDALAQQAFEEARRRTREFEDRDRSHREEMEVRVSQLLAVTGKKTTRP
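Read-out: AlphaScreen. Format: His-CBF-beta with biotinylated RUNX1 (30 nM each) preincubated 20 min, compound 15 min, Ni-chelate plus streptavidin beads 90 min; room temperature throughout.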
Epigenetic derep – epigenetic control regulation, reporter derepression. actives 0.2% (n = 280,000). murine LDR cells, GFP reporter derepression, 30 h. Potency, µM (series often up to 53.9 µM), for inactives: at the highest dose GFP activation, most hits filed as activators; note: potency is the fitted concentration of half-maximal effect; % of control where 0% means no effect; nearly all actives have a fitted effect of over 60% in size
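In this reporter-derepression format, murine cells bearing a silenced integrated CMV-GFP locus incubate with test compound (30 h, 37 C), then are washed and imaged; fluorescent objects of 20–120 um count as induced cells.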
KinaseGlo FLuc – blocks Kinase-Glo luciferase, a counter-screen artifact; Q27757; Kinase-Glo luciferase, ATP luminescence, 8 min; Potency, µM (series often up to 38.3 µM), for inactives: at the top dose activity change, negative = inhibition, usual class: inhibitors; actives 0.28% (n = 200,000); AID 1379; note: potency is the fitted concentration of half-maximal effect; % is set by controls: 0 for no effect and ±100 for the full control effect; nearly all actives have a fitted effect of over 60% in size
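Kinase-Glo luciferase light output from ATP and luciferin was measured with 10 uM ATP, within the enzyme's linear range. Buffer: 50 mM imidazole pH 7.2, 50 mM KCl, 7 mM MgCl2, 0.01% Tween 20, 0.05% BSA; luminescence read after 8 min at ambient temperature.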
aGal spleen mod – inhibitors or activators of human alpha-galactosidase in spleen homogenate; P06280; human spleen homogenate, 4MU-alpha-Gal fluorescence, 40 min; Potency, µM (highest dose often 80 µM), inactives show top-dose activity change, negative = inhibition, actives largely listed as inhibitors; actives 0.008% (n = 240,000);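 note: potency is the fitted concentration of half-maximal effect; 0% = enzyme with vehicle and -100% = no enzyme basal signal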
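qHTS titration in buffer at pH 5.0. Alpha-galactosidase activity in spleen homogenate was measured via 4-methylumbelliferone release from 1 mM fluorogenic substrate after 40 min at 37C and a pH 10 stop. AC50 came from Hill fits of control-normalized data.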
Numbers without * were called inactive; ? = inconclusive; / = no result given; [ ] = remark or other dose. Unless noted, calls come from the whole dose curve; as a rule, active = well fitted curve in the direction sought with a large enough effect; inconclusive = small, poorly fitted or top-dose-only effect, or another doubt; inactive = no such curve, though single readings can be large; an effect the other way counts as inactive or inconclusive. Only part of the results is shown; the hit share may differ from the screen's.

SMILES	NPSR antag	IMPase Li inh	LMNA splice mod	CBFb-RUNX1 inh	Epigenetic derep	KinaseGlo FLuc	aGal spleen mod
O=[N+]([O-])c1ccc(C2NS(=O)(=O)N=C3CCCCCN32)cc1 (centres undefined)	-36%	/	/	11%	-1.3%	/	4%
CC(NC(=O)C1CCN(S(=O)(=O)c2cnc[nH]2)CC1)c1ccccc1 (centres undefined)	10%	-4%	3%	4%	0.2%	-3%	4%
COC(=O)C(Cc1ccc(O)cc1)NC(=O)c1ccccc1 (centres undefined)	-7%[46.1 µM]	24%[38.3 µM]	7%	-8%	-1.0%	-16%	4%
Cc1cc(NC(=O)c2ccc3c(c2)OCO3)ccc1NC(=O)c1ccco1	-12%[46.1 µM]	3%	-7%	6%	0.0%	11µM*	-2%
COc1ccccc1CC(=O)Nc1ccccc1O	-5%[46.1 µM]	18%[38.3 µM]	3%	1%	-3.8%	18%	-4%
O=C(NCc1ccc2c(c1)OCO2)c1ccc2c(c1)OCCO2	-17%[46.1 µM]	16%[38.3 µM]	6%	3%	-1.6%	11%	5%
CN(CCC#N)C(=S)Nc1ccc(F)cc1	-11%	/	5%[46 µM]	1%	3.3%	/	-10%
CC12CCC(c3nnc(SCC(=O)Nc4cccc5ccccc45)nc31)C2(C)C (centres undefined)	-23%[46.1 µM]	-4%[38.3 µM]	1%[0.0737 µM]	-2%	-0.9%	-2%	-13%
O=C(N/C(=C\c1cccc([N+](=O)[O-])c1)C(=O)N1CCCCC1)c1cccs1	?	-2%	-10%	6%	-0.9%	5%	-16%
CCC(=O)Nc1ccccc1C(=O)OCC(=O)c1cccc2ccccc12	?	1%[38.3 µM]	3%	15%	-0.9%	-2%	4%
Cc1ccc(C)c(OCC(=O)Nn2c(C)nc3ccccc3c2=O)c1	-6%[46.1 µM]	10%[38.3 µM]	3%	1%	-1.0%	-3%	-13%
N#CCCn1nc(-c2ccccc2)cc1-n1c(C(F)(F)F)nc2ccccc21	-27%[46.1 µM]	8%[38.3 µM]	17%	6%	1.0%	-1%	0%
CC(C)CNC(=S)Nc1ccc(Oc2ccccc2)cc1	-14%[46.1 µM]	/	?	-3%	-0.9%	/	-2%
COc1ccc(Cn2c(O)c(/C=N/NC(=O)c3cccnc3)c3ccccc3c2=O)cc1	-23%	21%	/	?	-2.2%	-1%	9%
COC(=O)c1c(NS(C)(=O)=O)sc2c1CCCC2	-13%[46.1 µM]	27%[38.3 µM]	10%	8%	0.0%	0%	3%

Looked up one by one from the entries so far, two records:
SMILES	NPSR antag	IMPase Li inh	LMNA splice mod	CBFb-RUNX1 inh	Epigenetic derep	KinaseGlo FLuc	aGal spleen mod
COc1ccccc1CC(=O)Nc1ccccc1O	-5%[46.1 µM]	18%[38.3 µM]	3%	1%	-3.8%	18%	-4%
COC(=O)C(Cc1ccc(O)cc1)NC(=O)c1ccccc1 (centres undefined)	-7%[46.1 µM]	24%[38.3 µM]	7%	-8%	-1.0%	-16%	4%

The list continues:
SMILES	NPSR antag	IMPase Li inh	LMNA splice mod	CBFb-RUNX1 inh	Epigenetic derep	KinaseGlo FLuc	aGal spleen mod
COc1cc2c(cc1OC)C(C1C(=O)CC(C)CC1=O)N(C(=O)CCl)CC2 (centres undefined)	13%	-13%	22%	-4%	1.0%	-1%	0%
Cc1cccc(Nc2nc3c(s2)CCCC3)c1	45%	23%	?	-2%	1.9%	-5%	2%
COc1ccccc1C(=O)NC(CCSC)C(=O)OC(C)C(N)=O (centres undefined)	13%	3%	6%[46 µM]	17%	-1.4%	-1%	2%
S=C(Nc1ccccc1)Nc1cccc(Cl)c1Cl	2%	-2%	-8%[46 µM]	4%	-3.3%	6%	11%
Cc1ccccc1OCCOc1ccccc1C=C(C#N)C#N	-23%	7%	?	8%	-0.9%	1%	4%
CC1(C)C(c2ccco2)=[N+]([O-])C2(CCCCC2=O)N1O (centres undefined)	10%[46.1 µM]	16%	-5%	1%	-0.8%	2%	5%
Cc1ccc(NC(=O)c2cnc(N3CCN(c4ccccn4)CC3)c3ccccc23)c(Br)c1	4%	12%	/	7%	-2.1%	1%	1%
COC(=O)c1ccc2c(c1)NC(=O)C(N1CCCC1)S2 (centres undefined)	-17%[46.1 µM]	0%[38.3 µM]	8%	2%	0.9%	1%	-6%
O=C(c1cccnc1)N1N=C(c2cccs2)CC1c1ccc(F)cc1 (centres undefined)	-21%	4%	23%[46 µM]	2%	2.0%	0%	5%
CCCN1[C@H](C(=O)OC)C[C@@]2(O)[C@@H](O)[C@@H](O)[C@@H](O)C[C@@H]12	/	-3%	/	2%	-0.1%	-2%	19%
COc1ccc(CN2CCn3ncc(C(=O)Nc4ccc(Cl)cc4Cl)c3C2=O)cc1	1%[46.1 µM]	-27%[38.3 µM]	13%	3%	0.0%	-1%	-7%
CCOc1ccccc1NC(=O)N1CCC(c2nc3ccccc3[nH]2)CC1	-6%[46.1 µM]	16%[38.3 µM]	6%	-4%	-1.0%	0%	15%
COc1ccc2nc(SCC(=O)Nc3c(C)cccc3C)[nH]c2c1	-4%[46.1 µM]	4%[38.3 µM]	1%	0%	-3.6%	-9%	2%
Cc1ccc(S(=O)(=O)NC(=O)N2CCCC(C)(C)C2)cc1	-5%[46.1 µM]	1%[38.3 µM]	2%	3%	-1.2%	-5%	-3%
Cc1ccccc1CN(C)CC(=O)Nc1c(C)cccc1C(C)C	-51%	8%	/	6%	-0.2%	/	0%

Some of the entries so far, with values under each structure:
Value order: NPSR antag | IMPase Li inh | LMNA splice mod | CBFb-RUNX1 inh | Epigenetic derep | KinaseGlo FLuc | aGal spleen mod
Cc1ccc(C)c(OCC(=O)Nn2c(C)nc3ccccc3c2=O)c1
    -6%[46.1 µM] | 10%[38.3 µM] | 3% | 1% | -1.0% | -3% | -13%
N#CCCn1nc(-c2ccccc2)cc1-n1c(C(F)(F)F)nc2ccccc21
    -27%[46.1 µM] | 8%[38.3 µM] | 17% | 6% | 1.0% | -1% | 0%
CC(C)CNC(=S)Nc1ccc(Oc2ccccc2)cc1
    -14%[46.1 µM] | / | ? | -3% | -0.9% | / | -2%

(continued)
SMILES	NPSR antag	IMPase Li inh	LMNA splice mod	CBFb-RUNX1 inh	Epigenetic derep	KinaseGlo FLuc	aGal spleen mod
CCOC(=O)c1[nH]c(C)c(CN(C(C)=O)c2ccc(OCC)cc2)c1C	46%	34%[activator]	7%[9.22 µM]	-7%	0.0%	1%	2%
CCN(C(=O)CSc1nnc2ccccn12)C1CCS(=O)(=O)C1 (centres undefined)	13%	-3%	-4%[46 µM]	11%	-1.2%	2%	3%
COc1ccc(NC(=O)CSc2ncnc3c2nnn3-c2ccc(F)cc2)c(OC)c1	20%	9%	-10%[46 µM]	-7%	12%	0%	-1%
CCCn1nc(NC(=O)CC(C)C)c2cc3ccccc3nc21	-17%[46.1 µM]	-4%[38.3 µM]	1%	7%	-1.2%	3%	-2%
Cc1ccc(C(C)C)c(OCc2ccc(C(=O)N/N=C/c3ccc(O)cc3O)cc2)c1	-20%	0%	?	-13%	-1.0%	2%	-7%
CCn1c(SCC(=O)N2CCOCC2)nc2c(c1=O)SC(C)C2 (centres undefined)	-11%[46.1 µM]	5%	0%	-1%	-0.8%	0%	3%
CCOc1cc2c3c(c1)C(C)=CC(C)(C)N3C(=O)C2=O	17%	2%	-19%[46 µM]	-4%	6.8%	-5%	-3%
Cn1[nH]c(C(F)(F)F)c(C=Nc2ccc(Cl)cc2)c1=O	-4%	2%	4%[9.22 µM]	0%	0.3%	-1%	2%
Cc1ccc(Oc2nnc(-c3ccccc3)cc2C#N)cc1	-17%[46.1 µM]	-20%[38.3 µM]	-11%	3%	2.5%	-4%	-1%
CCOC(=O)C(C(=O)OCC)C1OC(=O)c2cc3c(cc21)C(=O)OC3C(C(=O)OCC)C(=O)OCC (centres undefined)	-11%	9%	0%[46 µM]	1%	-1.1%	-2%	-2%
CC(C)C(NC(=O)OCc1ccccc1)C(=O)NCC(=O)OC(C)(C)C (centres undefined)	-2%[46.1 µM]	-9%[38.3 µM]	1%	3%	0.8%	1%	-2%
Cc1ccc(C(=O)Cn2nnc3ccccc32)cc1	-12%[46.1 µM]	-15%[38.3 µM]	17%[0.0737 µM]	6%	0.0%	-3%	1%
O=C(Nn1c(-c2ccc(Br)cc2)nc2ccccc2c1=O)c1ccc([N+](=O)[O-])cc1	-1%	7%	?	-5%	-0.9%	0%	1%
CCN(C(=O)CSc1nnc(Nc2ccccc2)s1)C1CCS(=O)(=O)C1 (centres undefined)	7%	-1%	14%[46 µM]	5%	1.5%	-5%	0%
CCNC(=O)CN(c1ccc(Br)c(C)c1)S(C)(=O)=O	-10%	6%	/	2%	-6.6%	-22%	1%
Cc1nc2ccccn2c1C(=O)NC1CCCC1	-10%	4%	8%[46 µM]	3%	1.1%	0%	-3%
COc1ccc(/C=C/c2nc(-c3ccccc3O)n[nH]2)cc1	2%	-7%	?	14%	-3.0%	?	14%
O=C(COC(=O)CNS(=O)(=O)c1ccccc1)Nc1ccc(Cl)cn1	2%[46.1 µM]	5%[38.3 µM]	9%	2%	-0.8%	-3%	3%
O=C(CN1C(=O)NC(Cc2ccccc2)C1=O)NC(=O)NC1CCCCC1 (centres undefined)	-6%[46.1 µM]	-3%[38.3 µM]	-7%	1%	0.2%	-1%	-2%
COC(=O)c1ccccc1OCCCOc1ccc(C=O)cc1OC	-13%[46.1 µM]	-11%[38.3 µM]	-3%	2%	0.0%	-3%	8%
CCCCCOC(=O)c1ccc(OC(=O)c2cncc(Br)c2)cc1	-9%[46.1 µM]	-13%[38.3 µM]	8%	-5%	0.0%	5%	-3%
Cc1ccc(C2C(C(=O)c3ccco3)=C(O)C(=O)N2c2nnc(C)s2)cc1 (centres undefined)	-20%[46.1 µM]	10µM*	2%	-2%	3.0%	-1%	-5%
Cc1ccc(NC(=S)NCc2cccn2C)cc1	-3%[46.1 µM]	20%[38.3 µM]	?	-19%	14%	3%	2%
CCOC(=O)N1CCN(c2c(N3CCC(N4CCCCC4)CC3)c(=O)c2=O)CC1	4%[46.1 µM]	-8%[38.3 µM]	0%	-2%	-4.4%	-5%	4%
COc1ccccc1-c1cn[nH]c1-c1ccc(OCc2ccccc2)cc1O	-26%	/	/	-5%	?	/	11%
CC(C)(C)c1cc(=O)n2[nH]c(N)nc2n1	6%	-1%	1%[46 µM]	0%	-1.8%	3%	-2%
CC(=O)N1CCC2(CC1)CCN(C(=O)Nc1cccc(F)c1)CC2	/	2%	/	/	/	-1%	5%

Assay outcomes as filed in PubChem BioAssay.
